Lipid storage S3: qHTS Assay for Lipid Storage Modulators in Drosophila S3 Cells | Drosophila S3 cells, BODIPY lipid droplet fluorescence, 18-24 h; cells fed with added oleic acid | lipid storage change, negative = inhibition, % at the top dose, mostly 46.1 µM; hits show Potency in µM | actives 0.64% (n = 320,000) | AID 2685; active = well fitted inhibition curve with a large enough effect in the signal ratio, with a control signal flat, not every such curve was filed as active; inconclusive = small, poorly fitted or top-dose-only effect, or effect the other way, or a change in a side signal; the % refers to the signal ratio
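Laser-scanning cytometry quantifies lipid droplet accumulation (500–530 nm total intensity; droplet/cell object ratio) in oleic acid-fed (400 uM added) Drosophila S3 cells treated with a concentration series. 20 uM Triacsin C defined 100% inhibition.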
Lipid storage S3 cell count max: second read-out of Lipid storage S3, no call of its own (marks repeat the call); cell number change, %; measured here: cell count max response;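 cells counted by Cell Tracker Red CMTPX staining in the red channel; peak over a dose series mostly up to 46.1 µM; percent activity relative to internal control wells on each plate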
* marks the source's active call; other numbers are inactive results; i = inactive; ? = inconclusive; . = no result given; [ ] = remark or other dose. % is set by controls: 0 for no effect and ±100 for the full control effect; potency is the fitted concentration of half-maximal effect.

Lipid storage S3	Lipid storage S3 cell count max	molecule
-27%	16	COc1ccc(C(=O)C[n+]2ccc(N)c(C)c2C)cc1
?	.	Cc1cccc(COC(=O)Nc2ccc(NC(=O)c3ccccc3Cl)cc2)c1
?	.	COc1ccc(NS(=O)(=O)c2csc(C(N)=O)c2)cc1OC
?	.	Cc1nnc(SCC2=C(C(=O)O)N3C(=O)C(NC(=O)C(C)n4nc(C(F)(F)F)cc4C)C3SC2)s1 (configuration not stated)
?	.	CCCCn1c(N)c(N(CCOC)C(=O)c2c(CC)noc2C)c(=O)[nH]c1=O
?	.	CCOc1ccccc1NC(=O)C1C2CCC3C(CCC21)C3(Cl)Cl (configuration not stated)
?	.	CN(C)CCCOC(=O)c1cc2ccccc2o1
i	8	COc1ccccc1CNC(=O)C1CCCCN1S(=O)(=O)c1ccccc1 (configuration not stated)
?	.	COCCn1c(=S)[nH]c2ncccc2c1=O
-1%	-17	O=C(NC1CCCCCC1)c1ccc(=O)n(Cc2ccccc2)n1

Not a retest: entries from further up.
Lipid storage S3	Lipid storage S3 cell count max	molecule
-27%	16	COc1ccc(C(=O)C[n+]2ccc(N)c(C)c2C)cc1
?	.	Cc1cccc(COC(=O)Nc2ccc(NC(=O)c3ccccc3Cl)cc2)c1
?	.	COc1ccc(NS(=O)(=O)c2csc(C(N)=O)c2)cc1OC

(listing goes on)
Lipid storage S3	Lipid storage S3 cell count max	molecule
?	.	COC(=O)c1ccc(Cn2nnc3c(=O)[nH]c(C4CCCN(S(=O)(=O)c5ccc(C)cc5)C4)nc32)cc1 (configuration not stated)
-12%	-17	O=C1c2c([N+](=O)[O-])cc([N+](=O)[O-])cc2S(=O)N1Cc1ccccc1 (configuration not stated)
?	.	CCCCn1nnc(NC(=O)c2ccc(-c3ccccc3)cc2)n1
0%[0.0737 µM]	-1	Cc1onc(-c2c(F)cccc2Cl)c1C(=O)N1CCCC1
-18%	-10	COc1ccc(N(C(=O)c2cccnc2)S(=O)(=O)c2cc(OC)ccc2OC)cc1
-1%	1	Cc1cccc(OC2(c3ccccc3)OC(=O)c3ccccc32)c1C (configuration not stated)
4%	0	COc1cccc(/C=N/NC(=O)c2ccoc2C)c1
?	.	CCN=c1scc(-c2ccco2)n1/N=C/c1ccc(O)cc1
?	.	CN(CC(=O)Nc1ccc(F)cc1)C(=O)CSc1nccn1C
?	.	O=C(O)c1ccc(Cl)c(S(=O)(=O)Nc2ccc(OCc3ccccc3)cc2)c1
?	.	COc1ccccc1N1CCN(C(=O)CSc2nc3ccccc3nc2N2CCC(C)CC2)CC1
?	.	COc1ccc(CN2CCN(Cc3ccc(C(F)(F)F)cc3)CC2)c(OC)c1
?	.	Cc1ccc(OC(C)C(=O)N(C)Cc2ccccc2)c([N+](=O)[O-])n1 (configuration not stated)
?	.	COC(=O)Cn1nnc(N2CCOCC2)n1
?	.	C(=N\Nc1ccc2nncn2n1)/c1ccccn1
?	.	CN(CCc1nc2ccc(Cl)cc2[nH]1)Cc1nc(CC2CC2)no1
?	.	Cc1nnc(NC(=O)Nc2ccc(Cl)c(Cl)c2)s1
?	.	COc1cc(CCN2C(=O)N[C@@H](CCc3ccccc3)C(C(C)=O)=C2C)cc(OC)c1OC
?	.	COc1cc(OC)c(S(=O)(=O)N2CCCCC2)cc1S(=O)(=O)N1CCCCC1
?	.	CSc1cccc(NC(=O)NCc2cccc(CNC(=O)Nc3cccc(SC)c3)c2)c1
16%	-6	O=C(OCc1cnc(Cl)s1)c1ccc(Cl)cc1
1%	22	Cc1cccc(C)c1NC(=S)N(Cc1cccs1)C1CCCC1
?	.	COc1ccc(NC(=O)N2c3ccccc3CC2C)cc1OC (configuration not stated)
12%	-7	Cc1nc(SCC(=O)Nc2c(C)n(C)n(-c3ccccc3)c2=O)c(C#N)c(C)c1C
8%	15	Cc1ccc(S(=O)(=O)N2CCN(CC(=O)N/N=C\c3ccncc3)CC2)cc1
?	.	COc1ccc(CN2C(=NC(=O)CCc3ccccc3)SC3CS(=O)(=O)CC32)cc1 (configuration not stated)
?	.	CN1C(=O)C(C(=O)NC(C)(C)C)C2c3ccccc3OC13CCCCC23 (configuration not stated)
?	.	CCOC(=O)C1CCN(C(=O)c2ccccc2Oc2ccccc2)CC1
?	.	COc1ccc(C(CNC(=O)Cc2ccc3ccccc3c2)N(C)C)cc1 (configuration not stated)
?	.	O=C(CSc1ncn[nH]1)OCN1C(=O)c2ccccc2C1=O
?	.	Cc1ccc(C(=O)N(Cc2sccc2C)C2CCS(=O)(=O)C2)cc1 (configuration not stated)
?	.	O=C(CSc1ncccn1)Nc1cc(Cl)ccc1[N+](=O)[O-]
?	.	CCOC(=O)C(=O)Nc1ccc2c(c1)OCO2
10%	-18	C[C@H](NC(=O)CCn1nnc2ccccc2c1=O)C(=O)O
?	.	Cc1ccc(C)c(NC(=O)c2cnn3ccccc23)c1
?	.	Cc1cc2c(c(/C=C/C(=O)c3ccccc3)c1)OC1(C=C2)Oc2ccccc2C(=O)N1C (configuration not stated)
12%	0	Cc1nc(NC(=O)COC(=O)CCS(=O)(=O)c2ccccc2Cl)c(Cl)cc1Cl
3%	-14	Nc1ncnc2c1ncn2[C@H]1CC[C@@H](CO)O1
i	.	O=C1C(c2ccncc2)=C(O)c2ccccc21
12%	7	COc1ccc(-c2csc(NC3OC(=O)c4ccccc43)n2)cc1 (configuration not stated)
?	.	COc1ccc(OC)c(C2CC(=O)N3CN(c4cccc(Cl)c4C)CSC3=C2C#N)c1 (configuration not stated)
-13%	1	CCCCC(=O)N(Cc1ccc(F)cc1)C1CCS(=O)(=O)C1 (configuration not stated)
16%	17	CCOCCCNS(=O)(=O)c1cc2[nH]c3c(c2cc1C)C(=O)CC(C)(C)C3
?	.	Cc1cc2ccccc2n2c(SCC(=O)N3CCc4ccccc4C3)nnc12
-7%	21	COCCCNC(=O)CS(=O)(=O)Cc1nc(-c2cccc(OC)c2)oc1C
?	.	NS(=O)(=O)c1ccc(CNC(=O)c2ccc(Cl)c([N+](=O)[O-])c2)cc1
?	.	O=C1Nc2ccccc2Nc2ncccc21
-4%	1	Cc1c(NC(=O)C(C)N2C(=O)C3C4C=CC(C4)C3C2=O)c(=O)n(-c2ccccc2)n1C (configuration not stated)
?	.	Cc1sc2nc(CN3CCC(C)CC3)nc(Cl)c2c1C
?	.	Cc1ccc2nc(CCc3nc4ccc(C)cc4[nH]3)[nH]c2c1

New compounds follow.
Lipid storage S3	Lipid storage S3 cell count max	molecule
16%	-2	CC(NC(C)c1ccccc1Cl)C(=O)Nc1cccc(S(=O)(=O)N2CCCCC2)c1 (configuration not stated)
9%	3	Cc1onc(-c2c(F)cccc2Cl)c1C(=O)N=C(N)N1CCCC1
?	.	CC(C)c1ccc(NS(=O)(=O)c2ccc(Cl)nc2)cc1
?	.	Clc1ccc(-n2nnnc2SCc2c(-c3ccccc3)nc3sccn23)cc1
23µM*	4.9*	CCOC(=O)CSc1nc(C)cc(C)n1
?	.	COc1ccc(S(=O)(=O)N2CCOCC2)cc1NC(=O)CCc1cc(OC)c(OC)c(OC)c1
i	.	Cn1c(CC2C(=O)Nc3ccc(Br)cc32)nc2ccccc2c1=O (configuration not stated)
?	.	CCOC(=O)c1ccc(NC(=O)c2nc[nH]c2C(=O)NCCCNC(=O)c2[nH]cnc2C(=O)Nc2ccc(C(=O)OCC)cc2)cc1
?	.	CC(C)NC(=O)CC(=O)N/N=C/c1ccc(F)cc1
23%	11	O=C1CSC(c2ccc(Cl)cc2)N1Nc1nc(N2CCOCC2)nc(N2CCOCC2)n1 (configuration not stated)
16%	9	CCOc1ccc(CCNC(=O)c2ccc(CNS(=O)(=O)c3ccccc3)cc2)cc1OCC
?	.	CCOC(=O)CSc1nnc([C@H](C)NC(=O)OC(C)(C)C)o1
?	.	Cc1ccc(OCCCC(=O)Nc2ccc3c(c2)OCCO3)cc1
-16%	4	Cc1ccc(C(=O)Nc2ccc(N3CCN(C)CC3)cc2)cc1C
9%	14	COc1ccc(C(=O)C2CCCN(Cc3c[nH]c4ccccc34)C2)c(OC)c1 (configuration not stated)
?	.	O=C(Cc1ccccc1)N1CCCC1c1ccccc1 (configuration not stated)
?	.	CCN(CC(=O)Nc1ccc(C)c(S(=O)(=O)N2CCOCC2)c1)Cc1ccccc1
?	.	COc1ccc(C(C)(C)C)cc1S(=O)(=O)n1ccnc1C
9%	3	COc1ccc(-c2[nH]c(-c3ccccc3)nc2SCC(=O)Nc2nccs2)cc1
?	.	COc1ccc(CCNC(=O)COc2ccc(C)nc2[N+](=O)[O-])cc1
?	.	Cc1ccc(CNC(=O)c2ccc(Cl)c(S(=O)(=O)N3CCCCC3)c2)cc1
1%	-3	CCn1c(Cc2c(C)[nH]c3ccccc23)nnc1SCC(=O)NCc1ccco1
0%	-21	CCC(=O)N(Cc1ccco1)c1nc(-c2ccc(OC)cc2)cs1
9%	0	COc1cc(O)c2c(=O)cc(-c3ccccc3)oc2c1
?	.	C/C(=C\c1ccc(C)o1)C(=O)c1c(C)cc(C)[nH]c1=O
?	.	COc1ccc(-c2cc(C(F)(F)F)n3nc(C(=O)O)cc3n2)cc1OC
?	.	O=C(CSCc1ccccc1Br)N/N=C/c1ccc2c(c1)OCO2
0%	-11	C[C@@]12CCC=C[C@H]1[C@H](c1ccc(/C=C/c3ccccc3)cc1F)N(Cc1ccccc1)C2=O
i	-15	CCN1CCN(CCCNC(=O)c2ccc3c(c2)N(Cc2ccc(C)cc2)CCS3)CC1
-18%[0.0737 µM]	24	COc1ccc(N2CCN(C(CNC(=O)C(=O)NC3CC3)c3ccco3)CC2)cc1 (configuration not stated)
i	.	CC(SCc1ccccc1)C(=O)N/N=C/c1ccc2c(c1)OCO2 (configuration not stated)
i	.	COc1cc(CC(=O)NCC(C)(C)N2CCOCC2)cc(OC)c1OC
?	.	CC/C(O)=C1\C(=O)CC(C)(C)CC1=NCCc1nc2ccccc2[nH]1
2%	7	CCOC(=O)Nc1sc(=S)n(C)c1C
1%	7	O=C1OCCC1Sc1nc2ccccc2c(=O)n1Cc1ccccc1 (configuration not stated)
i	0	CC(NC(=O)c1cncc(Br)c1)c1ccc(S(N)(=O)=O)cc1 (configuration not stated)
?	.	CC1(C)SC(=Nc2ccccc2)N(S(=O)(=O)c2ccccc2)C1=O
i	.	CCC1CCCCN1C(=O)CSc1nnc(CNC(=O)c2cc(OC)c(OC)c(OC)c2)o1 (configuration not stated)
13%	0	CCOC(=O)c1ccc(NC(=O)c2nc[nH]c2C(=O)N[C@@H](C)C(=O)OC(C)(C)C)cc1
14%	6	O=C(CO/N=C/c1ccc(OC(F)F)cc1)NCc1cccs1
i	-23	CNC(=O)c1cccn1-c1ccsc1C(=O)OC
i	23	O=C(OCc1ccccc1)c1cccc(-c2nnn(Cc3ccccc3)n2)c1
22%	.	Cc1ccc(-c2nc(N)sc2CC(=O)OCC(=O)NCCC(C)C)cc1
?	.	O=C(COC(=O)c1ccccc1NC(=O)c1ccccc1)c1ccc([N+](=O)[O-])cc1
-4%	-2	CC(=O)Nc1ccc(S(=O)(=O)N(Cc2ccccc2)c2ccccc2F)cc1
5%	15	CC(=O)N(C)N1c2ccccc2CCc2ccccc21
?	.	COCCNC(=O)c1cccc(NC(=O)C2=C(C)OCCS2)c1
i	-19	COC(=O)c1ccc(NC(=O)CCC(=O)c2ccc(F)cc2)cc1
-24%	-9	Cc1nc(CN(C)C(=O)c2ccccc2OC2CCN(S(C)(=O)=O)CC2)cs1
3%	-14	Cn1nnnc1SCc1nc2scc(-c3ccc(Cl)cc3)c2c(=O)[nH]1

Following part.
Lipid storage S3	Lipid storage S3 cell count max	molecule
7%	3	CNC(=S)N1N=C(c2cccs2)CC1c1ccc(F)cc1 (configuration not stated)
?	.	Cc1ccc(C(C)C)c(OCC(=O)Nc2ccc(Cl)cn2)c1
?	.	CC(C)Cc1nnc(NC(=O)c2cc(S(=O)(=O)N(C)C)ccc2N2CCCC2)s1
?	.	c1coc(CN=C2NC(=NCc3ccco3)c3ccccc32)c1
7%	4	Oc1ccc(-c2cccc(-c3ccc(O)cc3)n2)cc1
11%	.	CC1CCCC(C)N1C(=O)C1CC(c2ccc(F)cc2)=NO1 (configuration not stated)
?	.	C=CCOc1cccc(C2/C(=C(\O)c3ccc4c(c3)OCCO4)C(=O)C(=O)N2CCN2CCOCC2)c1 (configuration not stated)

Grouped by structure, the compounds so far containing fluorine.
Lipid storage S3	Lipid storage S3 cell count max	molecule
?	.	Cc1nnc(SCC2=C(C(=O)O)N3C(=O)C(NC(=O)C(C)n4nc(C(F)(F)F)cc4C)C3SC2)s1 (configuration not stated)
0%[0.0737 µM]	-1	Cc1onc(-c2c(F)cccc2Cl)c1C(=O)N1CCCC1
?	.	CN(CC(=O)Nc1ccc(F)cc1)C(=O)CSc1nccn1C
?	.	COc1ccc(CN2CCN(Cc3ccc(C(F)(F)F)cc3)CC2)c(OC)c1
-13%	1	CCCCC(=O)N(Cc1ccc(F)cc1)C1CCS(=O)(=O)C1 (configuration not stated)
9%	3	Cc1onc(-c2c(F)cccc2Cl)c1C(=O)N=C(N)N1CCCC1
?	.	CC(C)NC(=O)CC(=O)N/N=C/c1ccc(F)cc1
?	.	COc1ccc(-c2cc(C(F)(F)F)n3nc(C(=O)O)cc3n2)cc1OC
0%	-11	C[C@@]12CCC=C[C@H]1[C@H](c1ccc(/C=C/c3ccccc3)cc1F)N(Cc1ccccc1)C2=O
14%	6	O=C(CO/N=C/c1ccc(OC(F)F)cc1)NCc1cccs1
-4%	-2	CC(=O)Nc1ccc(S(=O)(=O)N(Cc2ccccc2)c2ccccc2F)cc1
i	-19	COC(=O)c1ccc(NC(=O)CCC(=O)c2ccc(F)cc2)cc1
7%	3	CNC(=S)N1N=C(c2cccs2)CC1c1ccc(F)cc1 (configuration not stated)
11%	.	CC1CCCC(C)N1C(=O)C1CC(c2ccc(F)cc2)=NO1 (configuration not stated)

This is a subset; the hit share may differ from the screen's.
